High-throughput results from PubChem BioAssay.
TGFb inhibitor = qHTS for Inhibitors of TGF-b | HepG2 CAGA-GFP TGF-b/SMAD3 reporter, GFP fluorescence, 18 h; TGF-beta stimulated, 500 pg/mL final | Potency, µM (series often up to 46.1 µM), for the others: at the highest dose activity, negative = inhibition, actives largely listed as inhibitors | 410,000 tested, 1.2% active | AID 588855, 2011; also: potency is read from the fitted curve at half-maximal effect; % is scaled to controls: 0 for no effect and ±100 for the full control effect; nearly all actives have a fitted effect of over 65% in size
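TGF-beta reporter screen: HEPG2 CAGA-GFP, 1% FBS, 500 pg/mL TGF-beta final, 18 h; per-cell GFP summed per well; curves fitted and categorized by class.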
HepG2 tox = qHTS for Inhibitors of TGF-b: Cytotox Counterscreen; AID 588856, 2011; HepG2 CAGA-GFP viability, ATP luminescence, 18 h; Potency, µM (doses to about 46.1 µM), inactives show top-dose activity change, negative = cytotoxicity, usual class: cytotoxic; 410,000 tested, 0.76% active; also: potency is read from the fitted curve at half-maximal effect; some results filed as inactive show a strong effect at the top dose
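CellTiter-Glo luminescence gave cytotoxicity after 18 hours at 37 degrees C. The cells were HepG2 CAGA-GFP in 1% FBS DMEM, stimulated with 500 pg/mL TGF-beta after compound addition. %Activity was normalised to no-cell wells (complete cell-killing) and DMSO (no toxicity), and curves were fitted and classified.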
Nrf2 inh = Nrf2 qHTS screen for inhibitors | A549 ARE-Fluc reporter, luciferase luminescence, 18-24 h | Potency, µM (series often up to 46 µM), inactives show at the highest dose activity change, negative = inhibition, usual class: inhibitors | 360,000 tested, 2.1% active; also: potency is read from the fitted curve at half-maximal effect; % is scaled to controls: 0 for no effect and ±100 for the full control effect; nearly all actives have a fitted effect of over 60% in size
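Reporter: ARE-Fluc in A549. Exposure: 18-24 h, 37 °C, 5% CO2, 5% FBS OPTI-MEM. Readouts: fluorescent cytotoxicity (CellTiter-Fluor), then luminescent Nrf2 signal after BugLite.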
pAkt inh = HTS Assay for Inhibitors of Akt Phophorylation: Primary Screen. 360,000 tested, 0.32% active. Neuro2A IGF-stimulated pAkt S473 HTRF, 20 min; hits give low values. activity change, % for hits at 50 µM; in the data active = activity change below about -80%; inconclusive = mostly about -51% to -80%; also: % is scaled to controls: 0 for no effect and ±100 for the full control effect
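Neuro2A cells (4,500/well, DMEM with 0.5% FBS) were treated with compound at a single 50 µM final concentration, stimulated with 6 nM IGF for 20 min at 37 °C, and lysed. Phospho-Akt Ser473 was read by HTRF as 665/615 ratio ×10^4.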
Mm-Cpn inhibitor = Inhibitors of TCP-1 ring complex (TRiC) of Methanococcus maripaludis (MmCpn): qHTS; Potency, µM (doses to about 76.9 µM), without a hit: at the highest dose activity, negative = inhibition, most hits filed as inhibitors; AID 504842, 2011; Chaperonin Mm-Cpn (Methanococcus maripaludis); 330,000 tested, 0.031% active; purified Mm-Cpn ATPase, ADP Transcreener TR-FRET; also: potency is read from the fitted curve at half-maximal effect; % is scaled to controls: 0 for no effect and ±100 for the full control effect; nearly all actives have a fitted effect of over 80% in size
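Measured: ADP formation by purified Mm-CPN. Conditions: 25 nM protein, 10 uM ATP, Tris pH 7.4 with Mg2+, K+ and DTT, 37°C for 30 min. Detection: Transcreener HTRF after 30 min at room temperature.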
A549 tox = Nrf2 qHTS screen for inhibitors: counterscreen for cytotoxicity | A549 ARE-Fluc cells, CellTiter-Fluor viability, 18-24 h | Potency, µM (highest dose often 46 µM), for inactives: top-dose activity change, negative = cytotoxicity, most hits filed as inhibitors | 390,000 tested, 0.16% active; also: potency is read from the fitted curve at half-maximal effect; % is scaled to controls: 0 for no effect and ±100 for the full control effect
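A549 ARE_Fluc cells in 5% FBS OPTI-MEM were exposed to compounds in concentration-response for 18-24 h at 37 deg C. Viability was read by CellTiter-Fluor fluorescence (Ex 405/Em 525) after 30 min, before the luciferase read.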
Nrf2 activator = qHTS of Nrf2 Activators; AREc32 ARE-luciferase reporter (MCF7-derived line), luminescence, 24 h; Potency, µM (doses to about 46.1 µM), for the others: at the highest dose activation, usual class: activators; 410,000 tested, 0.31% active; AID 624171, 2012; also: potency is read from the fitted curve at half-maximal effect; % of control where 0% means no effect; nearly all actives have a fitted effect of over 65% in size
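AREc32 cells carrying an ARE-driven firefly luciferase, 1000 cells/well in OPTI-MEM with 5% FBS, dosed after overnight attachment and incubated 24 hr at 37 deg C. Steady-Glo luminescence read after 30 min at RT.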
CCT chaperon mod = High-Throughput Screening for Modulators of Cytosolic Chaperonin Activity | activity change, % (test concentration not listed), hits read low | 360,000 tested, 0.3% active | AID 651819, 2012 | purified chaperonin ATPase assay, HTRF ADP detection, 30 min; in the data active = activity change below about -30%; also: % is scaled to controls: 0 for no effect and ±100 for the full control effect
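TRiC (40 or 20 nM final, by batch activity) in 30 mM Tris pH 7.4, 100 mM KCl, 5 mM MgCl2, 1 mM DTT was treated with compound at 76 uM single dose, then 10 uM ATP, 30 min at 37 °C. ADP was read by HTRF Transcreener.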
S2 tox = Viability Counterscreen for Primary qHTS for Inhibitors of ATXN expression. Potency, µM (titrated, usually from 56.7 µM), most hits filed as cytotoxic. 400,000 tested, 0.49% active. S2 cells (HEK-293 line with an ATXN2-luciferase reporter) viability, CellTiter-Fluor protease fluorescence, 24 h. AID 651635, 2014; also: potency is read from the fitted curve at half-maximal effect; nearly all actives have a fitted effect of over 40% in size
* = called active by the depositor; i = inactive; ? = inconclusive; . = no result given; & = joins results of further samples; [ ] = dose if it differs, or a comment. Unless noted, calls follow the shape of the dose curve; as a rule, active = well fitted curve in the direction sought with a large enough effect; inconclusive = small, poorly fitted or top-dose-only effect, or another doubt; inactive = no such curve, though single readings can be large; an effect the other way counts as inactive or inconclusive.

Results follow in this order: TGFb inhibitor	HepG2 tox	Nrf2 inh	pAkt inh	Mm-Cpn inhibitor	A549 tox	Nrf2 activator	CCT chaperon mod	S2 tox
> Cc1ccc(C(=O)N2CCCC(C(=O)c3ccc(Oc4ccccc4)cc3)C2)cn1 (stereo unspecified)
  -29%	-55%	16µM*	i	2%	?	-0.2%	0.5	?
> Cc1ccc(NC(=O)c2c(Cl)nc3ccccn23)cc1
  -4%	-23%	?	i	0%	-1%	9.3%	-3.2	i
> O=C(NCCC1CCCCN1S(=O)(=O)c1cccs1)C(=O)Nc1ccc(F)cc1F (stereo unspecified)
  -1%	1%	-10%	i	2%	?	6.0%	-1.9	i
> Nc1nonc1-n1nnc(C(=O)N/N=C/c2c[nH]c3ccccc23)c1-c1ccccc1
  -16%	-1%	-11%	i	0%	?	0.0%	0.5	i
> CCOC(=O)C1C(=O)NC(N2CCOCC2)=NC1C(C)C (stereo unspecified)
  -15%	2%	8%	i	1%	0%	0.4%	3.5	i
> COc1ccc(CNC(=O)CSc2n[nH]c(-c3ccc(OC)cc3)n2)cc1
  0%	-3%	.	.	.	?	2.7%	.	.
> O=C(N/N=C/c1ccco1)c1cc(-c2cccc3ccccc23)n[nH]1
  35%[activator]	-7%	-14%	i	-1%	-6%	0.4%	-3.4	i
> C=CCN1C(=O)/C(=C/c2ccc(OCC(=O)O)cc2)S/C1=N/c1nccs1
  2%	0%	21%	i	-2%	-20%	-0.1%	1.6	i
> Cc1csc(=O)n1CC(=O)OCC(=O)Nc1cc(Cl)ccc1[N+](=O)[O-]
  -1%	-44%	-19%	i	0%	-3%	6.1%	1.8	i
> CCOc1ccccc1C(=O)Nc1nccs1
  -3%	6%	.	i	2%	-8%	2.6%	-3.6	i

Later entries.
Results follow in this order: TGFb inhibitor	HepG2 tox	Nrf2 inh	pAkt inh	Mm-Cpn inhibitor	A549 tox	Nrf2 activator	CCT chaperon mod	S2 tox
> CCOc1cc(C(=O)O)cc(Cl)c1OC
  18%	0%	-14%	i	1%	1%	0.4%	-1.0	i
> CC(=Nc1ccccc1C)C1=C(O)CSC1=O
  -10%	-2%	-6%	i	1%	4%	28%	1.5	i
> Fc1ccc(SCCc2ccccn2)cc1
  ?	-42%&-68%	?	i	0%&0%	1%&-8%	3.1%&2.5%	-1.7&-1.1	i
> COc1ccc(/C=N/N(C(C)=O)c2nc(-c3ccc(C)cc3)cs2)cc1
  -4%	12%	3%	i	1%	-3%	0.2%	-1.8	i
> COc1cc(NC(=O)c2ccc3c(c2)OCCO3)ccc1NC(=O)c1ccccc1Cl
  -19%	-14%	?	i	0%	-2%	0.1%	-2.5	i
> CCCCNC(=O)[C@H]1C[C@H]1[C@@H](O)[C@H](CO)NC(=O)[C@H](CC(C)C)NC(=O)OC(C)(C)C
  -3%	-10%	-15%	i	-1%	-3%	-1.0%	-2.4	i
> Cn1c(SCC(=O)c2ccc(O)c(O)c2)nnc1-c1cccs1
  -20%	-26%	9%	i	-2%	-11%	-1.2%	0.3	i
> CC(=O)Nc1nc2n(n1)C(c1ccccc1)C=C(c1ccccc1)N2 (stereo unspecified)
  -4%	3%	-10%	i	-8%	?	4.0%	-0.4	.
> CCOc1ccc(C(=O)Nc2cc(-c3nc4ccccc4s3)ccc2OC)cc1
  -2%	-9%	17%	.	.	1%	-0.3%	.	i
> O=C(OCCN1CCCCC1)c1ccc(O)cc1
  2%	8%	8%	i	0%	10%	0.0%	2.3	i

Continued:
Results follow in this order: TGFb inhibitor	HepG2 tox	Nrf2 inh	pAkt inh	Mm-Cpn inhibitor	A549 tox	Nrf2 activator	CCT chaperon mod	S2 tox
> CC(NC(=O)c1ccc2c(=O)n3c(nc2c1)CCC3)c1ccc(S(N)(=O)=O)cc1 (stereo unspecified)
  19%	1%	12%	i	-1%	5%	-0.1%	-7.5	i
> O=S(=O)(NC1CCCCC1N1CCN(c2ccccc2F)CC1)c1ccccc1 (stereo unspecified)
  -6%	-15%	-3%	i	-2%	0%	-0.7%	0.6	i
> CC(=O)N1CCn2c3c(c(=O)c4cc(C)ccc42)CCC31 (stereo unspecified)
  32%[activator]	-39%	-9%	i	-3%	-11%	-0.8%	-4.9	i
> O=C(Oc1ccc(C(=S)N2CCC(O)CC2)cc1)c1ccc(Cl)cc1
  9%	0%	-1%	i	-1%	-1%	0.2%	-1.9	?
> COc1ccc2c(Cl)c(C(=O)NN)sc2c1
  10%	-2%	15µM*	i	-4%	-3%	-0.6%	-1.5	i
> Cc1ccc(S(=O)(=O)Nc2ccc(N3CCCCC3)cc2)cc1
  -4%	-5%	4%	i	-1%	16%	2.8%	0.3	i
> CO[C@H]1O[C@H](CBr)[C@@H](OC(=O)c2ccccc2)[C@H](O)[C@H]1O
  0%	5%	-5%	i	.	-8%	-0.6%	-2.1	i
> COc1ccccc1NC(=O)N1CCOc2ccccc21
  20%	-1%	-16%	.	.	-1%	4.2%	.	i
> O=C(Nc1nc2ccc(S(=O)(=O)N3CCCC3)cc2s1)C1CCCCC1
  ?	-9%	-9%	i	-18%	-20%	0.8%	-0.1	i
> COc1ccc2nc3ccccc3nc2c1N
  ?	-26%	9%	i	-7%	-8%	14%	1.2	?

Next section
Results follow in this order: TGFb inhibitor	HepG2 tox	Nrf2 inh	pAkt inh	Mm-Cpn inhibitor	A549 tox	Nrf2 activator	CCT chaperon mod	S2 tox
> CCOC(=O)N1CCN(C(=O)CN(C)S(=O)(=O)c2ccc(Cl)cc2)CC1
  2%	5%	?	i	0%	-7%	-0.2%	-2.4	i
> CCCn1c(=S)[nH]c2ccccc2c1=O
  0%	-20%	-3%	i	1%	7%	4.1%	-0.8	i
> Cc1ccn(CC(=O)N2CCCC(N3CCN(c4ccc(F)cc4)CC3)C2)n1 (stereo unspecified)
  0%	0%	13%	i	2%	3%	0.0%	-1.4	?
> CNC(=O)c1ccc(-c2ccc(Cl)c(Cl)c2)s1
  26%	13%	?	i	-12%	1%	2.3%	0.2	i
> O=C(Nc1cccc(Cl)c1)c1ccc(F)c(S(=O)(=O)NCc2ccc3c(c2)OCO3)c1
  ?	0%	?	i	2%	16%	6.4%	2.2	i
> O=C(/C=C/c1ccco1)NC(=S)N1CCCCC1
  0%	4%	7%	i	0%	1%	10%	0.6	i
> CC(C)Cn1c(S(=O)(=O)O)nc2ccccc21
  -20%	4%	-9%	i	1%	-3%	-1.1%	-1.0	i
> CCc1nc2cc(C)nn2c2nc3ccccc3n12
  ?	-10%	10%	i	1%	0%	3.5%	-2.6	i
> Cc1onc(-c2c(F)cccc2Cl)c1C(=O)Nc1nnc(-c2ccccc2)s1
  -15%	-23%	?	i	?	-27%	2.5%	-0.2	i
> CNS(=O)(=O)c1cccc(C(=O)OCC(=O)N2CCCC2)c1
  -27%	3%	2%	i	1%	0%	-0.2%	-1.9	i

Complete entries as entered above.
CCOC(=O)C1C(=O)NC(N2CCOCC2)=NC1C(C)C (stereo unspecified) as listed: TGFb inhibitor = -15%; HepG2 tox = 2%; Nrf2 inh = 8%; pAkt inh = i; Mm-Cpn inhibitor = 1%; A549 tox = 0%; Nrf2 activator = 0.4%; CCT chaperon mod = 3.5; S2 tox = i
COc1cc(NC(=O)c2ccc3c(c2)OCCO3)ccc1NC(=O)c1ccccc1Cl as listed: TGFb inhibitor = -19%; HepG2 tox = -14%; Nrf2 inh = ?; pAkt inh = i; Mm-Cpn inhibitor = 0%; A549 tox = -2%; Nrf2 activator = 0.1%; CCT chaperon mod = -2.5; S2 tox = i

New compounds follow:
Results follow in this order: TGFb inhibitor	HepG2 tox	Nrf2 inh	pAkt inh	Mm-Cpn inhibitor	A549 tox	Nrf2 activator	CCT chaperon mod	S2 tox
> Cc1ccc(NC(=O)C2C3CCCC2C3c2ccccc2)cc1 (stereo unspecified)
  -13%	-26%	13%	i	0%	5%	0.1%	1.5	i
> COCCN=C1N[C@@H](c2ccccc2)C(C(=O)OC)=C(C)N1Cc1ccccc1
  1%	-16%	19%	i	0%&2%	-8%	2.7%	-1.9	i
> CN(C)C(=O)C(NC(=O)c1ccccc1)=C(Cl)Cl
  8%	-5%	20%	i	-1%	0%	-0.2%	-10.0	i
> O=C(CCc1nc2ccccc2c(=O)[nH]1)NCc1ccccn1
  10%	2%	?	i	1%	-10%	0.4%	2.5	i
> O=C(N/N=C/c1cc2ccccc2nc1Cl)c1ccncc1
  17%	5%	12%	i	4%	1%	3.2%	-0.7	i
> CCCCC(NC(=O)Cc1c(C)c2cc3c4c(oc3cc2oc1=O)CCCC4)C(=O)O (stereo unspecified)
  -9%	-6%	13%	i	-5%	10%	-0.3%	-1.4	.
> Cc1cn(C2OC(COC(=O)c3ccccc3)C(OC(=O)c3ccccc3)C2OC(=O)c2ccccc2)c(=O)[nH]c1=O (stereo unspecified)
  -3%	-14%	?	i	0%	-12%	-0.7%	-1.3	i
> COc1ccccc1NS(=O)(=O)c1cccc(C(=O)N/N=C/c2c(CO)cnc(C)c2O)c1
  -8%	-16%	5%	i	1%	3%	-1.6%	1.1	i
> O=C1Nc2ccccc2N(O)N1c1ccc(S(=O)(=O)N2CCCCCC2)cc1
  -23%	-8%	-5%	i	3%	-3%	0.1%	0.5	i
> Cc1cc(=O)oc2cc(Oc3ncccc3[N+](=O)[O-])ccc12
  9%	1%	-6%	i	-3%	-7%	4.5%	-0.1	i
> O=C(CCNS(=O)(=O)c1ccc(Br)s1)Nc1ccc(Cl)cc1
  ?	-39%	10%	i	3%	-2%	-0.4%	-1.2	i
